From PubChem
N370S GC: N370S glucocerebrosidase modulation, Gaucher chaperone candidate. P04062. N370S GC spleen homogenate, 4MU-glucoside fluorescence. hit rate 0.092% among 330,000. Potency, µM (highest dose often 59.4 µM), for inactives: at the top dose activity change, negative = inhibition, usual class: inhibitors;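 also: 0% = full enzyme activity and -100% = no enzyme basal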
FEN1 inhibitor: human FEN1 inhibition; Recombinant FEN1 flap cleavage, fluorescence, 15 min; Potency, µM (highest dose often 114 µM), without a hit: at the top dose activity change, negative = inhibition, actives largely listed as inhibitors; hit rate 0.35% among 390,000; AID 588795; also: nearly all actives have a fitted effect of over 65% in size
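Read-out was taken twice, immediately and after 15 min, following addition of 50 nM substrate to 10 nM FEN1 that had sat with test compound for 15 min at room temperature. Curves came from a four-parameter Hill model.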
KAT2A inh: GCN5L2 (KAT2A) acetyltransferase inhibition | Q92830 | Potency, µM (highest dose often 58.9 µM), without a hit: at the highest dose activity change, negative = inhibition, hits mostly inhibitors | hit rate 0.21% among 390,000 | GCN5L2 HAT assay, ThioGlo1 CoA-SH fluorescence
Target sequence (Q92830 whole entry, looked up): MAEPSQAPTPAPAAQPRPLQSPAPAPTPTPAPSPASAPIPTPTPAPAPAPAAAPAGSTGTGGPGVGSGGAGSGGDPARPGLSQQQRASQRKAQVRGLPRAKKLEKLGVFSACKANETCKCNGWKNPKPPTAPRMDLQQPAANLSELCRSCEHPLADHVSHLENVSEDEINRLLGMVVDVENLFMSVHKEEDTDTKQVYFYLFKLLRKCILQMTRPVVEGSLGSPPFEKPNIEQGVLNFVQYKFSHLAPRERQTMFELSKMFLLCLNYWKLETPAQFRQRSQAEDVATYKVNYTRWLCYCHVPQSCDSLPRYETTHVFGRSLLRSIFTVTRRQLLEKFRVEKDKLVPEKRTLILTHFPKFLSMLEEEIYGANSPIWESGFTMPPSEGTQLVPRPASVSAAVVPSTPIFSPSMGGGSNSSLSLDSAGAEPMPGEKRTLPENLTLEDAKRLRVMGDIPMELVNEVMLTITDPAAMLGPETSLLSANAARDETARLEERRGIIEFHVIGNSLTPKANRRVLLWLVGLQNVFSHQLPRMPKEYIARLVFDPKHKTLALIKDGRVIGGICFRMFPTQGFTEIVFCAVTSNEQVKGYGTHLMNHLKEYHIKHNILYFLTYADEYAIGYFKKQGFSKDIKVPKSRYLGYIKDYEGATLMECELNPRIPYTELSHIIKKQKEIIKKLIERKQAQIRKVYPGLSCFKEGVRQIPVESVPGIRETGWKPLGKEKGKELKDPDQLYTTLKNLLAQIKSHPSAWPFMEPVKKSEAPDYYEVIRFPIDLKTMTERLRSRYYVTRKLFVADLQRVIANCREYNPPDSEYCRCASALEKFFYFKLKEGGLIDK
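Free CoA generated was detected with ThioGlo1 (50uM) fluorescence at Ex340nm/Em540nm, read immediately and after 20 min at room temperature. Enzyme, 20 nM in HEPES pH 7.5 buffer, saw compounds 15 min before adding 75uM H3(1-25) peptide and 70uM acetyl-CoA.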
Starred values were filed as active, the others as inactive; ? = inconclusive; . = no result given; & = joins results of further samples. Calls follow the shape of the dose curve; as a rule, active = well fitted curve in the direction sought with a large enough effect; inconclusive = small, poorly fitted or top-dose-only effect, or another doubt; inactive = no such curve, though single readings can be large; an effect the other way counts as inactive or inconclusive. Unless noted, % is scaled to controls: 0 for no effect and ±100 for the full control effect; potency is read from the fitted curve at half-maximal effect. Not a hit list. About 0.54% of those tested had a hit in this group.

Structure,N370S GC,FEN1 inhibitor,KAT2A inh
CC1CCCCC1NC(=O)CCNC(=O)N1CC(=O)Nc2ccccc21 (centres undefined),-6%,-9%,-9%
O=C(O)C1Cc2ccccc2CN1C(=O)COc1ccc(Cl)cc1 (centres undefined),0%,-1%,-1%
COc1ccc(CCNC(=O)CC2SC(=NCCc3ccccc3)NC2=O)cc1OC (centres undefined),11%,-7%,-8%
CC(=O)N=c1scc(-c2ccccc2)n1-c1cccc(O)c1,3%,-10%,-1%
O=C(Nc1cccc(C(=O)N2CCCCCC2)c1)c1ccco1,-16%,1%,-7%
Cc1c(C(=O)N2CCCCC2)oc2ccc(Br)cc12,2%,-2%,-26%
COc1ccccc1NS(=O)(=O)c1cc(-c2cnc(C3CC3)o2)ccc1C,4%,2%,-9%
Cc1ccccc1C(=O)N1c2ncnn2C2(CCCCC2)[C@@H]2CCCC[C@@H]21,.,15%,-4%
O=C(COc1ccc(F)cc1Cl)Nc1cc(S(=O)(=O)N2CCOCC2)ccc1N1CCCCC1,0%,-14%,-4%
CCCCC(=O)Nc1ccc(S(=O)(=O)Nc2nccc(C)n2)cc1,2%,-11%,-8%
CC(=O)c1cc2c(cc1NC(=O)CSc1nc3ccccc3[nH]1)OCO2,8%,.,-1%
N#CC12CCCCC1CC1CCCCC1(C#N)N2Cc1ccccn1 (centres undefined),10%,-11%,5%
Cc1ccc2c(c1)NC(c1cccnc1)=NC(c1ccc(F)cc1)=N2,.,1%,-3%
O=c1[nH]c2ccccc2c2nc(-c3cccc(S(=O)(=O)N4CCCC4)c3)nn12,-15%,6%,-4%
CCN(C(=O)c1c(C)noc1C)c1c(N)n(Cc2ccccc2)c(=O)[nH]c1=O,.,-9%,-4%
COc1cc(NC(=O)CN2c3ccccc3S(=O)(=O)c3ccccc32)cc(OC)c1,.,-10%,-14%
CCOC(=O)c1ccc(NS(=O)(=O)c2ccc3oc(=O)[nH]c3c2)cc1,-22%,-1%,-4%
CC(OC(=O)CNS(=O)(=O)c1ccc(C#N)cc1)C(=O)Nc1ccc(Cl)cn1 (centres undefined),-4%,-5%,-4%
Cc1ccc(NC2=Nc3ccccc3CC2)cc1,2%,-5%,-6%
Cc1ccc(NC(=O)CSc2nncn2C)c(C)c1,.,-3%,-6%
Cc1ccc(-n2c(-c3ccco3)nc3c(cnn3-c3ccc(C)cc3)c2=O)cc1,9%,17%&19%,-3%&-21%
Cc1ccc(C(C)C)c(OCCSc2nc(-c3cccs3)nc3cc(=O)[nH]n23)c1,.,-35%,-6%
O=C(CN1CCc2ccccc2C1)NCc1ccco1,-16%,-3%,-8%
C(#CCN1CCOCC1)COC(c1ccccc1)c1ccccc1,2%,-10%,-2%

No new results follow: 6 of the compounds above.
Structure,N370S GC,FEN1 inhibitor,KAT2A inh
Cc1ccc(NC2=Nc3ccccc3CC2)cc1,2%,-5%,-6%
Cc1ccc(NC(=O)CSc2nncn2C)c(C)c1,.,-3%,-6%
Cc1ccc(-n2c(-c3ccco3)nc3c(cnn3-c3ccc(C)cc3)c2=O)cc1,9%,17%&19%,-3%&-21%
Cc1ccc(C(C)C)c(OCCSc2nc(-c3cccs3)nc3cc(=O)[nH]n23)c1,.,-35%,-6%
O=C(CN1CCc2ccccc2C1)NCc1ccco1,-16%,-3%,-8%
C(#CCN1CCOCC1)COC(c1ccccc1)c1ccccc1,2%,-10%,-2%

Following part:
Structure,N370S GC,FEN1 inhibitor,KAT2A inh
COc1cccc(/C=C/C(=O)OCC(=O)Nc2cc(C(F)(F)F)ccc2Cl)c1,12%,-5%,0%
CCOc1ccc(CN2C(=O)c3ccccc3C2C(=O)NCc2cccnc2)cc1 (centres undefined),-19%,1%,0%
COc1cccc(OCC(=O)NCCS(=O)(=O)N2CCN(c3ccccc3F)CC2)c1,.,-11%,2%
Fc1cccc(Nc2cc(-n3cccn3)ncn2)c1,-7%,-9%,-1%
O=C(COC(=O)c1cc(S(=O)(=O)N2CCCC2)ccc1O)Nc1ccc(S(=O)(=O)N2CCOCC2)cc1,-11%,-1%,-9%
CC(=O)COc1ncnc2c(Cl)cc(Cl)cc12,-4%,7%,-4%
c1ccc(-c2cc3ccccc3nc2N2CCCC2)cc1,0%,-7%,2%
O=C(Nc1cccc(-c2nc3ccccc3s2)c1)c1cc(-n2cnnc2)ccc1Cl,-16%,-2%,0%
Cn1nnnc1SCC(=O)Nc1ccccc1Br,-9%,-10%,2%
Fc1cccc(Cl)c1CNCCSc1nnnn1-c1ccccc1,.,-13%,-10%
O=C(O)c1cc(-c2ccc3c(c2)OCO3)nc2ccc(Cl)cc12,-5%,-3%,-11%
COc1cc(C)nc(N(C)C(C)=O)n1,5%,-3%,-1%
N=C1c2c(cc(=O)n3c2[nH]c2ccccc23)CN1CCN1CCOCC1,.,-22%,-8%
C=CC[C@H](CC(=O)N(CCO)Cc1ccccc1)C(=O)N[C@@H](COC(=O)[C@@H](CC=C)Cc1ccc(F)cc1)Cc1c[nH]c2ccccc12,.,-8%,-17%
O=C(OCC(=O)N1CCOCC1)c1cc(-c2ccccc2)nc2ccccc12,.,13%,-5%
CCCn1c(=N)c(C(=O)NC2CCCCC2)cc2c(=O)n3cc(C)ccc3nc21,.,-9%,-1%
Cc1c(Cl)cccc1NC(=O)c1cccc(OC(F)F)c1,1%,-7%,8%
FC(F)(F)c1ccnc(NCc2ccc(Cl)cc2)n1,-9%,-22%,-1%
Cc1onc(-c2ccccc2Cl)c1C(=O)NCc1ccc(S(N)(=O)=O)cc1,6%,-1%,-2%
CCN1CCN(Cc2c(O)ccc3c(=O)c(Oc4ccccc4C(C)C)c(C(F)(F)F)oc23)CC1,.,-10%,-10%
COc1ccc2oc(C(=O)OCC(=O)NC(=O)c3ccccc3)c(C)c2c1,-9%,-8%,-8%
CN(CCC#N)S(=O)(=O)c1cc2c3c(c1)CCN3C(=O)CC2,-2%,-3%,-7%
CCCNC(=O)c1ccc(N2CCC3(CC2)CC(c2ccccc2)=NO3)c([N+](=O)[O-])c1,-7%,-2%,0%
CCOc1cc(C2NC(=O)NC(c3ccccc3)=C2C(=O)c2ccccc2)c(Br)cc1OCC(=O)O (centres undefined),17%,-18%,-3%
Cc1cccc(NC(=O)c2c(C)oc3ncn(CC(C)C)c(=O)c23)n1,.,-8%,4%
Cc1cc(C(=O)CCl)c(C)n1-c1cccc(S(=O)(=O)N2CCOCC2)c1,-2%,-2%,-6%
CCc1ccccc1NC(=O)c1ccc2c(c1)CCN2S(C)(=O)=O,-2%,15%&0%,-5%&-3%
COC(=O)c1cc(CNC(=O)Cc2ccsc2)ccc1OC,-14%,13%,0%
CCCCCCn1c(SCCCC)nc2c1c(=O)[nH]c(=O)n2C,6%,1%,-20%
C#CC(CC)(CC)NC(=S)Nc1ccc(S(N)(=O)=O)cc1,12%,14%,1%
COc1cc(NC(=O)Cn2cnc3c(nc4n3CCCCC4)c2=O)cc(OC)c1OC,-2%,12%,?
CCN(CC)C(=O)[C@H]1CC(CC(=O)NCc2ccco2)C(=O)N2CCc3c([nH]c4ccccc34)[C@]12C (some centres undefined),.,-10%,-5%
CC(=O)c1ccccc1C(=O)N1CCCC(N2CCN(Cc3ccc4c(c3)OCO4)CC2)C1 (centres undefined),-21%,2%,-1%
COC(=O)CCNC(=O)CCc1ccc(S(=O)(=O)N2CCCCCC2)cc1,.,8%,-5%
CCOc1cc(Br)ccc1S(=O)(=O)N1CCC(C(N)=O)CC1,3%,-2%,0%
Cc1c(NN=C(C#N)C#N)c(=O)n(-c2ccccc2)n1C,1%,2%,-27%
CCOc1ccc(C(C)NC(=O)Cc2ccccc2)cc1OCC (centres undefined),9%,0%,0%
COc1ccc(N2CC(C(=O)Nc3ccccc3C(=O)NC3CC3)CC2=O)cc1 (centres undefined),7%,-6%,4%
CC1=NN(C(N)=S)C(=O)C1N=Nc1ccccc1O (centres undefined),2%,15%,-2%
Cc1cc(S(=O)(=O)Nc2ccc(N3CCOCC3)cc2)ccc1Br,-3%,10%,-5%
O=C(Cn1ncc2c(=O)oc3ccccc3c21)NC1CC1,-25%,-4%,-8%
O=C(Nc1ccc(-c2nc3ccccc3[nH]2)cc1)c1cccc(N2C(=O)CCC2=O)c1,?,1%,-8%
Cc1ccc(Cl)cc1N1CCN(S(=O)(=O)c2c(C)[nH]c(C)c2C(=O)N2CCCC2)CC1,-16%,-19%,0%
COc1ccc([C@H]2[C@H](C(C)=O)N3N=Cc4ccccc4C3C23C(=O)OC(C)(C)OC3=O)cc1 (some centres undefined),?,4%,0%
COc1cccc(NC(=O)N2C3CCCC2CC(NC(C)=O)C3)c1 (centres undefined),2%,3%,0%
Cc1ccc(C(C)NC(=O)COC(=O)C2=COCCO2)cc1C (centres undefined),.,1%,8%
CN(C)CCN(C(=O)C1CCN(S(=O)(=O)c2cccs2)CC1)c1nc2ccccc2s1,-21%,5%,0%
O=C(O)C1CC=CCC1C(=O)Nc1ccc(F)c(F)c1 (centres undefined),2%,-11%,0%
CC(C)OP(=O)(OC(C)C)C1(O)C(=O)Nc2ccc(Br)cc21 (centres undefined),?,-4%,-4%
CN(C)c1ccc(CNC(=O)C2CCCN(S(=O)(=O)c3ccc4c(c3)oc(=O)n4C)C2)cc1 (centres undefined),.,21%,1%
COc1ccc(-c2c(-c3ccc(OCC(=O)NN)cc3O)n[nH]c2C)cc1OC,-4%,1%,1%
CCCN1C(=O)c2ccc(C(=O)NC3=NCCS3)cc2C1=O,-4%,-7%,-1%
Cc1c(C(=O)O)c(=O)n(-c2ccccc2)n1-c1ccccc1,5%,13%,-5%
Cc1ccc(N2Cc3ccccc3C2=S)cc1,6%,0%,-7%
COc1ccc(CCNC(=O)CSc2nnc3c(n2)[nH]c2ccc(F)cc23)cc1OC,-1%,0%,-7%
CCCc1nc(SCC(=O)N2c3ccccc3CC2C)c2c(C)c(C)sc2n1 (centres undefined),6%,-14%,-19%
Cc1cccc(N(C)C(=S)Oc2ccc3ccccc3c2)c1,14%,9%,-9%
Cc1sc2ncnc(OCC(=O)Nc3ccc4c(c3)OCCO4)c2c1C,.,-6%,1%
Cc1ccccc1OCC(=O)OCC(=O)NC1CC1,.,2%,2%
O=C(c1ccc(Cl)c(S(=O)(=O)Nc2ccccc2C(=O)N2CCc3ccccc3C2)c1)N1CCc2ccccc2C1,-5%,-6%,-9%

Additional compounds follow.
Structure,N370S GC,FEN1 inhibitor,KAT2A inh
C=C(C)COc1ccc(-c2[nH]ncc2Oc2ccc(OC)cc2)c(O)c1,?,-17%,-6%
CCc1ccc(S(=O)(=O)NCc2cn3cccc(C)c3n2)s1,?,-8%,-14%
c1ccc(COc2ccc(CNCc3cccnc3)cc2)cc1,1%,5%,-6%
Cc1cccc(S(=O)(=O)c2cn(C)c3cc(N4CCCCCC4)c(F)cc3c2=O)c1,.,-7%,1%
COc1ccc(NS(=O)(=O)c2ccc(O)c(NC(=O)c3ccc(S(=O)(=O)N4CCCCCC4)cc3)c2)cc1,1%,-13%,-16%
COCCNC(=O)C(=O)Nc1ccc(Cl)cc1C,3%,4%,-3%
COc1ccc(NC(=O)CSc2nc3ccccc3c(=O)n2CCC(=O)NC2CCCCC2)c(OC)c1,.,-2%,-1%
O=c1nc(N2CCCC2)nc(Nc2ccccc2)[nH]1,3%,6%,2%
CCOc1ccc(NC(=O)Nc2cc(C(=O)O)ccc2N2CC3CC(C2)c2cccc(=O)n2C3)cc1 (centres undefined),-8%,-17%,1%
CCC1(c2ccc(F)cc2)NC(=O)N(CC(=O)N(CCC#N)c2ccccc2)C1=O (centres undefined),1%,1%,-5%
CCOC(=O)C1CCN(C(=O)C2CCC(=O)N(Cc3cccc(C(F)(F)F)c3)C2)CC1 (centres undefined),-6%,8%,-6%
O=C(Nc1ccc(F)c(F)c1)C1CCCCC1,-4%,-16%,-4%
Cc1ccccc1COc1ccc(-c2nnn(CC(=O)O)n2)cc1,8%,2%,-4%
Nc1ncnc2c1ncn2CCN1CCCCC1,-5%,4%,0%
O=C1OC(C(=O)O)Cc2ccccc21 (centres undefined),3%,-2%,-2%
O=C(CNC(=O)c1ccccc1C(=O)O)c1ccccc1,24%,5%,-2%
N=c1c(C(=O)NC2CCCC2)cc2c(=O)n3ccccc3nc2n1C1CCCCC1,2%,4%,-1%

Two compounds picked at random from those above, as already listed:
Structure,N370S GC,FEN1 inhibitor,KAT2A inh
Cc1ccccc1COc1ccc(-c2nnn(CC(=O)O)n2)cc1,8%,2%,-4%
Nc1ncnc2c1ncn2CCN1CCCCC1,-5%,4%,0%
